# PAD4 inh = inhibitors of human PAD4. AID 485272. recombinant PAD4, RCA probe fluorescence polarization. 330,000 tested, 0.41% active. Q9UM07. inhibition, % at 6.36 µM;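 active = percent inhibition above a cutoff equal to the mean of all tested compounds plus 3 SD, cut at about 15% in these data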;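 note: 0% = PAD4 with RCA probe and DMSO and 100% = probe without PAD4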
# Target sequence (Q9UM07 whole entry, looked up): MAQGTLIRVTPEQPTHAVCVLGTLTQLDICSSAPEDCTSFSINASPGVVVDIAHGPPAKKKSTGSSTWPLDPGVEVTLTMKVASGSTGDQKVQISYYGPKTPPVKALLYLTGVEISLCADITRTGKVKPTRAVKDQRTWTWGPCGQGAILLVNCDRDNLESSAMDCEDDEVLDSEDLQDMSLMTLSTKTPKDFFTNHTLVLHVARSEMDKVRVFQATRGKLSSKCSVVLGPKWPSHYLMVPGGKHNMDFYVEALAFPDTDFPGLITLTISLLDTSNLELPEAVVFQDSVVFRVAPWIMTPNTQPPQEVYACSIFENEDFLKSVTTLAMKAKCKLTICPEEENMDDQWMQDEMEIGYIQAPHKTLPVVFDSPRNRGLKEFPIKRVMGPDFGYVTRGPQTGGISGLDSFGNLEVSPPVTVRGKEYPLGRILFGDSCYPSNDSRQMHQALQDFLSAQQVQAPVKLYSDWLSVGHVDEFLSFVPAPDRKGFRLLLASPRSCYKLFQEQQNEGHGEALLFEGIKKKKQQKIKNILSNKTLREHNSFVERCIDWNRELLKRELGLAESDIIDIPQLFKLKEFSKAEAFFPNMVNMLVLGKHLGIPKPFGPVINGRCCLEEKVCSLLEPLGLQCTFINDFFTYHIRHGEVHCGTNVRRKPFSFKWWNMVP
# GSTO1 counter = counter-screen for RBBP9 inhibitors: inhibitors of human GSTO1; P78417; recombinant GSTO1, activity-based probe fluorescence polarization; inhibition, % at 5.96 µM; 300,000 tested, 1.1% active;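 active = inhibition above the campaign mean inhibition plus 3 SD, cut at about 35% in these data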;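 note: 0% = GSTO1-1 with DMSO and 100% = wells lacking GSTO1-1 enzyme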
# LYPLA1 inh = counter-screen for PME1 inhibitors: inhibitors of human LYPLA1; AID 2174; inhibition, % at 5.9 µM; 320,000 tested, 0.16% active; recombinant LYPLA1, FP-Rh probe fluorescence polarization; O75608;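 active = inhibition above the mean of all tested compounds plus 3 SD, set per campaign, cut at about 14% in these data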;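 note: inhibitors block serine hydrolase probe labeling of LYPLA1 so polarization falls; 0% = enzyme with DMSO and 100% = wells lacking LYPLA1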
# PAFAH2 FP inh = PAFAH2 (human) inhibition; recombinant PAFAH2, FP-rhodamine activity probe, fluorescence polarization; 340,000 tested, 0.99% active; inhibition, % at 3.39 µM;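 active = inhibition above the mean over all tested compounds plus 3 SD, cut at about 30% in these data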;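 note: inhibitors block probe labeling of enzyme so polarization drops; 0% = enzyme with DMSO and 100% = wells lacking PAFAH2 protein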
# LYPLA2 counter = LYPLA2 (human) inhibition in PME1 counter-screen. AID 2177. recombinant LYPLA2, FP-Rh probe fluorescence polarization. inhibition, % at 5.9 µM. 320,000 tested, 0.38% active. O95372;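 active = inhibition above the screen-wide mean plus 3 SD, limit set per campaign, cut at about 26% in these data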;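 note: 0% = LYPLA2 with DMSO and 100% = wells lacking LYPLA2 enzyme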
# pPAFAH FP inh = inhibitors of human plasma PAF acetylhydrolase (pPAFAH) | recombinant pPAFAH, FP-rhodamine probe fluorescence polarization | inhibition, % at 3.39 µM | 330,000 tested, 1.5% active | AID 463082;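 active = inhibition above the mean inhibition across the screen plus 3 SD, cut at about 25% in these data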;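 note: inhibitors block binding of the rhodamine activity-based probe so polarization drops; 0% = enzyme with DMSO and 100% = wells lacking pPAFAH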
# PAFAH1B2 FP inh = PAFAH1B2 (human) inhibition; 340,000 tested, 1.2% active; P68402; inhibition, % at 3.39 µM; recombinant PAFAH1B2, FP-rhodamine activity probe, fluorescence polarization;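 active = inhibition above the mean of all tested compounds plus 3 SD, cut at about 24% in these data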;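 note: 0% = enzyme with DMSO and 100% = wells lacking PAFAH1B2; many of its hits are not listed in these tables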
# PME-1 primary = blocks human protein phosphatase methylesterase 1 | Q9Y570 | recombinant PME-1, FP-Rh probe fluorescence polarization | inhibition, % at 5.9 µM | 320,000 tested, 0.53% active | AID 2130;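 active = inhibition above the campaign mean of all compounds plus 3 SD, cut at about 26% in these data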;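 note: competitive labeling of PME-1 active site by serine hydrolase directed probe; 0% = PME-1 with DMSO and 100% = wells lacking PME-1 enzyme; inhibitors block probe labeling so polarization falls and inhibition rises; many of its hits are not listed in these tables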
# Target sequence (Q9Y570 whole entry, looked up): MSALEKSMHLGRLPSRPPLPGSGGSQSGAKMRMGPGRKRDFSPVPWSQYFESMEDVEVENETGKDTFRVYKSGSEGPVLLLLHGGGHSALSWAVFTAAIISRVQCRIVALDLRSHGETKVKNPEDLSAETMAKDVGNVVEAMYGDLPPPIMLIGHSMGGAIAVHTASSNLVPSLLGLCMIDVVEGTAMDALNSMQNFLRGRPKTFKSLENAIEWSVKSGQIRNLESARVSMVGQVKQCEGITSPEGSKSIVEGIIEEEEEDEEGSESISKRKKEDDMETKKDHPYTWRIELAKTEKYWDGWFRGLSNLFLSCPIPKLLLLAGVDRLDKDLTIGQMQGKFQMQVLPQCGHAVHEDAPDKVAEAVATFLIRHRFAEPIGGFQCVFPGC
# PAFAH1B3 inh = inhibitors of human PAFAH1B3; 340,000 tested, 0.28% active; recombinant PAFAH1B3, FP-rhodamine probe, fluorescence polarization; inhibition, % at 3.39 µM; AID 492972;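 active = inhibition above the screen-wide average of all tested compounds plus 3 SD, cut at about 25% in these data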;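 note: 0% = enzyme with DMSO only and 100% = wells lacking PAFAH1B3 protein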
# * = called active by the depositor; x = no result given.
SMILES,PAD4 inh,GSTO1 counter,LYPLA1 inh,PAFAH2 FP inh,LYPLA2 counter,pPAFAH FP inh,PAFAH1B2 FP inh,PME-1 primary,PAFAH1B3 inh
CCc1ccc(C(=O)NNc2cc(Cl)cc(Cl)c2)cc1,2.4,-1.9,-3.8,10.9,2.3,0.4,8.6,2.4,10.5
COc1ccc(OCC(=O)Nc2ccccc2OC)cc1,-0.3,10.3,-2.4,-0.4,-4.1,2.9,-0.7,-27.3,-2.1
CC1(C)CC(=O)C2=C(C1)Nc1ccccc1N1C(=O)c3ccccc3C21 (configuration not stated),-5.0,-0.1,-0.6,1.3,4.0,3.5,7.8,-1.7,3.5
CC1CCC(NC(=O)Cn2c(=O)[nH]c3ccsc3c2=O)CC1 (configuration not stated),2.7,11.9,0.8,-0.8,10.8,2.9,-1.1,-1.7,4.7
CCOCC(O)CNC(=O)c1ccc2nc(Cc3ccc(OC)c(OC)c3)oc2c1 (configuration not stated),6.4,1.6,-7.2,5.4,2.3,-5.6,-0.7,-5.9,0.5
CCCOc1ccc(/C(CC)=N/NC(=O)C2(C)CC2(Br)Br)cc1 (configuration not stated),11.7,9.5,17.2*,-5.0,27.9*,9.6,2.0,25.1,9.1
Cc1ccccc1N(CC(=O)NCCSc1ccccn1)S(=O)(=O)c1ccccc1,-6.6,7.3,-1.2,5.4,-7.7,4.0,4.0,-2.6,7.3
Cc1ccc(N2C(N)=C(C#N)C(c3cccnc3)C3=C2CCCC3=O)cc1 (configuration not stated),-2.6,9.2,-2.2,3.9,3.0,14.0,5.7,5.4,6.0
COP(=O)(/C=C/c1ccccc1)C(O)c1ccc(F)cc1 (configuration not stated),-5.3,-3.7,-5.6,7.8,-5.7,-7.2,4.1,-5.6,-2.2
O=C(NNC(=O)C1CCCCC1)c1cnccn1,-2.5,9.4,-5.7,-5.1,3.4,0.7,0.4,7.8,0.4
NC(=O)CC(NC(=O)c1ccc(Br)cc1)c1ccc(NCc2ccc(F)cc2)c([N+](=O)[O-])c1 (configuration not stated),-0.4,-1.0,-4.5,-5.4,-5.2,2.4,5.2,-1.0,1.1
COc1ccccc1CCC(=O)N(Cc1ccccc1)c1c(N)n(Cc2ccccc2)c(=O)[nH]c1=O,1.9,9.9,-1.9,5.4,-2.8,2.3,-5.2,4.2,-1.3
O=C(Nc1ccccc1N1CCCC1)c1ccc2ccccc2c1,0.7,3.2,-3.4,9.2,4.0,8.3,0.6,6.3,14.0
Cc1ccc(S(=O)(=O)N2CCC(C(=O)OCC(=O)N(C)CC(=O)Nc3ccc(F)cc3)CC2)cc1C,-1.0,4.3,-0.3,-6.3,7.0,11.7,6.0,2.4,1.6
CC1CN(c2oc(COc3ccc(Cl)cc3Cl)nc2C#N)CC(C)O1 (configuration not stated),-2.5,0.2,-0.7,-5.2,-0.7,1.0,2.9,-3.5,5.9
CC1(C)CC(=O)c2cc(NC(=O)c3ccc(F)cc3)c(=O)oc2C1,-0.4,5.5,-1.7,-2.4,-0.9,0.5,1.4,-2.2,-1.1
CCCSc1nc(O)c(C(c2ccc(OC)c(O)c2)c2c(O)nc(SCCC)n(C)c2=O)c(=O)n1C,-10.6,-2.4,1.6,10.4,3.3,6.4,1.2,-6.0,9.5
O=C1c2ccccc2C(=O)N1CCCCSc1nc2ccccc2o1,1.1,4.4,-0.2,-2.7,-1.5,4.5,5.5,-6.8,0.7
O=C(C1CC1)N1CCc2cc(S(=O)(=O)N3CCOCC3)ccc21,2.6,18.5,1.5,1.2,0.7,-6.8,-2.8,-11.3,3.3
O=C(COc1ccc(S(=O)(=O)N2CCCC2)cc1[N+](=O)[O-])N1CCCC1,-0.2,x,-1.4,5.7,-0.9,0.6,-0.5,-0.7,0.4
O=C(N/N=C/c1cccs1)c1cc(-c2ccc3ccccc3c2)n[nH]1,-4.3,-35.5,-18.9,-18.7,-25.4,-7.5,-10.1,-33.5,-6.1
Nc1cc(C(=O)OCC(=O)N2CCCC2=O)ccc1Cl,0.6,-4.9,2.2,7.3,7.3,3.2,5.5,4.9,2.7
CC(C)(C)NC(=O)CSc1nc(-c2ccccc2)c(-c2ccccc2)[nH]1,-1.8,5.7,2.0,8.9,13.4,-0.2,3.7,8.6,8.2
COc1ccccc1CNC(=O)c1ccc(N(C)S(=O)(=O)c2ccc(C)cc2)cc1,-9.6,-10.3,-4.5,0.3,-6.9,-4.0,4.9,3.3,4.5
CN(C(=O)COC(=O)c1cc([N+](=O)[O-])ccc1N1CCCC1)C1CCS(=O)(=O)C1 (configuration not stated),-2.8,0.3,2.0,-2.2,-3.1,-6.9,2.0,-0.9,8.2
# The results go on:
SMILES,PAD4 inh,GSTO1 counter,LYPLA1 inh,PAFAH2 FP inh,LYPLA2 counter,pPAFAH FP inh,PAFAH1B2 FP inh,PME-1 primary,PAFAH1B3 inh
Cc1c(C(=O)NCCSCc2c(F)cccc2Cl)cnn1-c1ccc(Cl)cc1,2.9,3.2,-7.7,x,-3.8,0.3,x,-6.0,x
O=C(COC(=O)CNC(=O)c1ccccc1)Nc1ccc2c(c1)OCO2,-0.5,-0.3,-2.4,0.4,-2.0,-0.4,4.5,3.2,3.5
COc1cc(/C=N/NC(=O)c2ccncc2)ccc1OC(=O)c1cccc(Br)c1,1.3,2.5,-33.4,-20.1,-55.4,-14.5,-0.8,-26.1,-1.6
Cc1ccc(C(=O)O)cc1NC(=O)CSc1ncnc2sc3c(c12)CCC3,-3.3,7.1,0.1,5.0,3.3,2.2,3.8,-2.5,0.4
C[C@H]1CN=C(Nc2ccccc2)N1CC1CCC1,-4.3,5.9,2.9,-2.4,4.3,-0.5,0.4,-1.0,14.5
CC(Oc1ccc(-c2ccccc2)cc1)C(=O)N1CCOCC1 (configuration not stated),-4.9,-11.8,0.1,-10.7,-6.5,-1.4,-2.0,-1.4,-0.1
C#CCOC(=O)c1ccccc1C(=O)O,5.2,-1.8,-2.2,5.7,8.6,-4.1,0.8,-5.7,8.9
CCn1cc(CNC(=O)c2c(-c3c(Cl)cccc3Cl)noc2C)c(C)n1,1.4,3.2,1.2,-0.7,1.7,-3.9,1.2,-1.5,5.9
Cc1ccccc1CNC(=O)C(=O)NCCC1CCCCN1S(=O)(=O)c1cccs1 (configuration not stated),-0.4,8.6,2.3,2.6,10.3,10.1,15.9,-1.8,10.7
COc1ccc(C)cc1NC(=O)c1ccc(-c2ccc(C(C)=O)cc2)o1,-8.6,-6.5,-9.6,-3.3,-11.9,-3.1,0.3,6.1,5.8
COc1ccc(OC)c(NC(=O)Cn2c(C)nc3ccccc3c2=O)c1,0.2,14.0,0.7,6.5,-0.3,2.7,7.6,-4.0,6.5
CCC(=Nc1ccccc1O)C1=C(O)CC(c2ccccc2)CC1=O (configuration not stated),-12.1,11.7,1.1,-13.9,5.9,3.5,4.2,3.8,5.8
CC(C)CCNC(=O)[C@H](CSCc1ccccc1)N1Cc2ccccc2C1=O,0.4,-0.7,-4.8,8.9,-4.8,1.9,1.6,-1.1,2.7
COc1ccc(CC(=O)NNc2ncnc3c2cnn3C)cc1OC,-1.8,1.4,-2.0,1.7,-2.6,1.8,4.2,4.8,4.8
O=C(CSc1ccc2nnc(-c3cccnc3)n2n1)NCc1ccco1,8.4,10.8,2.2,-1.2,8.3,-0.9,2.8,-5.8,11.2
O=C(NC1CCCC1)C1CCCN1S(=O)(=O)c1cccc2cccnc12 (configuration not stated),0.0,1.5,-1.2,-2.2,1.2,0.6,-0.7,2.9,5.0
COc1ccc(CC(=O)NN2C(=O)c3ccccc3C2=O)cc1,2.6,1.8,-0.9,2.1,0.8,-2.2,2.6,-6.2,7.7
COc1ccc(OCC(=O)Nc2ccc(NC(=O)c3cccs3)c(OC)c2)cc1,0.0,-9.2,-3.6,0.1,11.5,6.2,4.4,-2.2,-1.8
COc1cccc(-n2c(Cc3cc(=O)[nH]c(=O)[nH]3)nnc2SCC(=O)NC2CCCC2)c1,1.5,-2.6,0.8,8.3,-3.0,-4.8,8.2,-0.4,-2.8
CC(=O)Nc1cc2c(cc1C(=O)C(C)C)OCCO2,-1.7,0.2,-0.2,-4.4,1.4,2.1,3.0,-4.8,-5.0
CCOC(=O)c1[nH]c2cc(OC)c(OC)cc2c1N,-3.3,2.1,0.5,5.9,-1.8,2.8,7.3,2.3,-4.1
O=C1C(=O)N(CCCn2ccnc2)C(c2cccnc2)/C1=C(/O)c1ccc(F)cc1 (configuration not stated),-2.3,6.1,-1.7,-2.4,-3.1,-0.3,1.5,-5.4,14.5
COc1ccc(C2N(c3ccccn3)C(=O)C3CCCN32)c(OC)c1 (configuration not stated),-1.4,0.5,-1.9,-8.0,-0.1,2.7,-2.4,2.6,-1.3
Cc1cc2c3c(c1)C1(C(=O)N3C(C)(C)CC2C)C(C#N)=C(N)Oc2n[nH]c(C)c21 (configuration not stated),1.2,-10.0,0.7,-0.2,3.4,0.8,6.3,7.7,6.2
Cc1ccc(NC(=O)N(Cc2cccs2)Cc2cc3cc4c(cc3[nH]c2=O)OCO4)cc1,0.5,4.4,-6.0,x,-5.5,-2.4,x,-1.3,x

# Among those listed so far, two have a COOH group.
SMILES,PAD4 inh,GSTO1 counter,LYPLA1 inh,PAFAH2 FP inh,LYPLA2 counter,pPAFAH FP inh,PAFAH1B2 FP inh,PME-1 primary,PAFAH1B3 inh
Cc1ccc(C(=O)O)cc1NC(=O)CSc1ncnc2sc3c(c12)CCC3,-3.3,7.1,0.1,5.0,3.3,2.2,3.8,-2.5,0.4
C#CCOC(=O)c1ccccc1C(=O)O,5.2,-1.8,-2.2,5.7,8.6,-4.1,0.8,-5.7,8.9

# Carrying on:
SMILES,PAD4 inh,GSTO1 counter,LYPLA1 inh,PAFAH2 FP inh,LYPLA2 counter,pPAFAH FP inh,PAFAH1B2 FP inh,PME-1 primary,PAFAH1B3 inh
Cc1cc(NC(=O)C2CCCN(S(=O)(=O)c3c(C)noc3C)C2)n[nH]1 (configuration not stated),4.6,9.5,1.7,1.0,-1.1,-3.4,1.8,3.5,3.5
COc1cc2cc(CCCOC(=O)c3ccc(C#N)cc3)oc(=O)c2cc1OC,0.2,x,-0.9,3.8,-0.2,4.6,-0.7,7.5,-2.4
CCOc1ccc(-n2c(SCc3nc(-c4ccc(C)cc4)no3)nnc2-c2ccncc2)cc1,2.4,9.2,3.1,-6.7,2.5,1.2,4.3,16.4,2.1
CCOc1cc(/C=C2\COc3ccccc3C2=O)ccc1OCC(=O)N(C)C,-7.4,6.6,3.1,-11.1,8.0,0.9,-0.9,2.9,-2.9
O=C(Cn1c(=O)oc2ccc(Cl)cc21)Nc1ccon1,-1.6,6.9,-0.5,6.7,3.3,0.2,3.5,-2.6,6.4
N=C(SC1CC(=O)N(c2ccc(F)cc2)C1=O)N1N=C(c2ccccc2)CC1c1ccccc1 (configuration not stated),3.0,-2.5,-2.9,-0.1,-2.4,-3.8,0.3,-1.2,2.0
CCOC(=O)NC(=O)c1cn(Nc2ncc(C(F)(F)F)cc2Cl)c(=O)[nH]c1=O,-1.4,9.4,-0.2,-0.1,-1.9,-3.5,3.8,2.3,-5.3
COC(=O)CC1C(=O)NCCN1C(=O)CSc1nnnn1-c1ccc(Cl)cc1 (configuration not stated),1.1,-1.9,-5.0,-0.2,-0.7,3.9,6.2,-6.1,-6.6
COc1ccc(OC)c(S(=O)(=O)Nc2cc(OC)c(Cl)cc2OC)c1,-2.6,3.9,-0.1,8.3,0.1,6.0,-2.2,-1.4,0.6

# High-throughput results as filed in PubChem BioAssay.

# An excerpt; count on the stated rates, not on these rows.
